Source: PubChem BioAssay (several laboratories)
DUSP3 inh: inhibitors of human VHR1 phosphatase (DUSP3); recombinant VHR phosphatase, pNPP absorbance; 0.52% of 290,000 active; inhibition, % at 13.3 µM; P51452; in the data active means inhibition above about 50%; further: some compounds called inactive have numbers as strong as hits
Target sequence (P51452 whole entry, looked up): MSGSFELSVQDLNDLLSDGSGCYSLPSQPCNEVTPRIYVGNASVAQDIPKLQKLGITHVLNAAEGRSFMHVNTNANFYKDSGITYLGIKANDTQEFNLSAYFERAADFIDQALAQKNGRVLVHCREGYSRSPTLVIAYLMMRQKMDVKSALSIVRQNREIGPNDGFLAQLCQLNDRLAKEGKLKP
Anthrax LF prot: anthrax lethal factor protease inhibition | P15917 | multiplex microsphere protease cleavage assay, LF | inhibition, % at 10 µM | 0.12% of 360,000 active; further: plate controls were buffer without enzyme for full effect and enzyme alone for no effect
Target sequence (P15917 whole entry, looked up): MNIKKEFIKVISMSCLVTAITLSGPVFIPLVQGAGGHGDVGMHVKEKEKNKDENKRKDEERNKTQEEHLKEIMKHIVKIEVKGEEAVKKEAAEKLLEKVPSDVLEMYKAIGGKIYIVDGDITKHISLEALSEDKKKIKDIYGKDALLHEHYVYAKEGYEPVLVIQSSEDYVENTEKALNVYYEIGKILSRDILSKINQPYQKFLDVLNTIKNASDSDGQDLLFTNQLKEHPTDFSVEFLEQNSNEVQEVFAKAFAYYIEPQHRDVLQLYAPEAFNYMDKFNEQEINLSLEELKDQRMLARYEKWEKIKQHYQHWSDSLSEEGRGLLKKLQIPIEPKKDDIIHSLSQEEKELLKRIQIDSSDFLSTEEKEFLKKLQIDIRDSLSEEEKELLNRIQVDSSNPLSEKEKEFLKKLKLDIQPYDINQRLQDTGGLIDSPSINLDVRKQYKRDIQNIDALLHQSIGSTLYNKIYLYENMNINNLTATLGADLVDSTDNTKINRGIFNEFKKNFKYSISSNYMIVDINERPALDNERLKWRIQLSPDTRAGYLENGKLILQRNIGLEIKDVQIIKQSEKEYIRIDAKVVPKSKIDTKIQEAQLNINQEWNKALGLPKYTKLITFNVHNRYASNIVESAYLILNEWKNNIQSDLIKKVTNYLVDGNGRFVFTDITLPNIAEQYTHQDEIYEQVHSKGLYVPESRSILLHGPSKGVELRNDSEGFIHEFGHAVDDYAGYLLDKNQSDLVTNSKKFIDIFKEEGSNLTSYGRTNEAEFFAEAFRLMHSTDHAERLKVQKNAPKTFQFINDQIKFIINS
Y pestis TopoI: inhibitors of Yersinia pestis topoisomerase I; AID 504884; Y. pestis Topo-I cleavage product accumulation, plate reader; 0.064% of 360,000 active; activity, % at 10 µM; in the data active means activity above about 50%, passing the limit was not always enough; inconclusive means no clear call, values can overlap the other calls; further: inactives centre near 2
CCHF vOTU inh: CCHFV vOTU protease inhibition | Pep-AMC fluorescence | inhibition, % at 11.5 µM | 0.55% of 370,000 active; in the data active means inhibition above about 30%; further: 0% = vehicle wells with enzyme and 100% = no enzyme wells
SSB-PriA inh: inhibitors of Klebsiella pneumoniae PriA binding to SSB C-terminal tail; inhibition, % at 33 µM; AlphaScreen SSBct-PriA binding, biotinylated peptide; 0.6% of 430,000 active; AID 1272365; in the data active means inhibition mostly above about 37%, no sharp cut-off; inactive means mostly below about 20%;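 further: plate controls were negative control peptide for no effect and reference peptide for full effect; strong numbers were not always called active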
BoNT-A LC inh2: inhibitors of Botulinum neurotoxin A light chain protease. multiplex microsphere protease substrate cleavage, flow cytometry. inhibition, % at 10 µM. 0.17% of 360,000 active; further: plate controls were buffer without enzyme for full effect and enzyme alone for no effect
3CLpro inhibitor: SARS-CoV 3CLpro protease inhibition; P0C6X7; inhibition, % at 6 µM; 0.14% of 290,000 active; recombinant SARS-CoV 3CLpro, quenched FRET peptide cleavage; in the data active means inhibition above about 12%
TcdB inh: TcdB glycohydrolase inhibition | inhibition, % at 9.99 µM | AID 652162 | TcdB glycohydrolase enzymatic assay, plate reader | 0.24% of 350,000 active; in the data active means inhibition above about 10%
BH1578 lux ind: induces V. cholerae light production without autoinducers. V. cholerae BH1578 lux reporter, luminescence, 6 h. activation, % at 18.7 µM. 0.16% of 350,000 active. AID 588436; in the data active means activation mostly above about 9.7%, no sharp cut-off; inconclusive means no clear call, values can overlap the other calls; inactive means mostly below about 3.7%; further: not every result past the cut was called active; inactives centre near 0; reference of the scale not given here
PfHsp40 yeast: restores yeast growth despite PfHsp40 toxicity; S. cerevisiae expressing PfHsp40, growth rescue, ATP luminescence; growth rescue, % at 12.5 µM; 0.68% of 340,000 active; AID 504582; in the data active means growth rescue above about 28%, passing the limit was not always enough; inconclusive means no clear call, values can overlap the other calls;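 further: yeast W303a lacking pdr1 and pdr3 grown in galactose medium; growth measured after three days at 30 °C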
* = called active by the depositor; i = inactive; ? = inconclusive; . = no result given; & = joins results of further samples. Unless noted, no stated cut-off is given here; in the data, active means inhibition above about 30%; inconclusive means no clear call, values can overlap the other calls; inactive means below that. Not all compounds are listed (hit frequency here may not be typical).

A first look:
1) O=C(O)C(=Cc1ccc([N+](=O)[O-])cc1)c1cccc(Cl)c1
2) COc1ccc(NC(=O)C2CCN(c3cc(C)nc(-c4ccccc4)n3)CC2)cc1
Screen / compound no.	1	2
SSB-PriA inh	.	-13.8
CCHF vOTU inh	-7.6	4.6
PfHsp40 yeast	.	0.5
TcdB inh	0.3	.
DUSP3 inh	.	11.3
3CLpro inhibitor	.	-4.5
BH1578 lux ind	i	i
BoNT-A LC inh2	-0.1	-0.2
Y pestis TopoI	-7.8	-0.9
Anthrax LF prot	-10.5	0.0

This part in full (from the top)
1) O=C(O)C(=Cc1ccc([N+](=O)[O-])cc1)c1cccc(Cl)c1
2) COc1ccc(NC(=O)C2CCN(c3cc(C)nc(-c4ccccc4)n3)CC2)cc1
3) COc1cccc(-c2csc(N3CCN(C(=S)Nc4ccc(Cl)cc4)CC3)n2)c1
4) O=C(/C=C/c1ccccc1)NCCSc1ccc(Cl)cc1
5) Cc1nc(N2CCN(c3ccccn3)CC2)c2c(C)c(C(=O)Nc3c(C)cc(Br)cc3C)sc2n1
6) Cc1c(NC(=O)C(C)N2C(=O)NC3(CCC(C)CC3)C2=O)c(=O)n(-c2ccccc2)n1C (stereo not drawn)
7) COc1cccc(CN(C)CC(=O)Nc2sc3c(c2C#N)CCC3)c1
8) CCc1nn(C(CC)C(=O)NCC(C)c2ccccc2)c(=O)c2cc3occc3n12 (stereo not drawn)
Screen / compound no.	1	2	3	4	5	6	7	8
SSB-PriA inh	.	-13.8	9.6	-10.8	-2.1	-10.2	-6.7	1.8
CCHF vOTU inh	-7.6	4.6	6.2	6.9	2.8	-2.7	-11.3	22.5
PfHsp40 yeast	.	0.5	1.0	6.1	0.2	0.2	0.3	0.0
TcdB inh	0.3	.	0.4	.	1.0	-1.0	-0.1	3.2
DUSP3 inh	.	11.3	-7.8	17.8	34.4	-14.4	6.7	12.9
3CLpro inhibitor	.	-4.5	3.5	-2.2	-0.7	1.3	-5.9	-1.3
BH1578 lux ind	i	i	-7.1	-0.1	-0.5	i	-0.5	-0.2
BoNT-A LC inh2	-0.1	-0.2	-1.8	-0.4	4.2	0.1	0.3	3.3
Y pestis TopoI	-7.8	-0.9	-3.5	13.7	30.5	-5.7	12.0	26.6
Anthrax LF prot	-10.5	0.0	-10.5	0.9	-2.5	-3.1	-6.2	-2.4

9) CS(=O)(=O)c1nc(-c2ccc(Br)cc2)cc(-c2ccccc2)c1C#N
10) O=C(c1cc2cc(Cl)ccc2o1)N1CCCCCC1
11) Cc1nnc(C)c2c(C)n(-c3ccc(Cl)c(N)c3)c(C)c12
12) CCC(C)(C)C1CCC(=NNC(=S)Nc2cccnc2)CC1 (stereo not drawn)
13) COC(=O)c1ccc2nc(C(C)(C)C)c(Cc3ccc(OC)cc3C)n2c1
14) COc1ccc(NC(=O)c2c([N+](=O)[O-])c(C(C)(C)C)nn2C)cc1
15) O=C(O)c1ccccc1CSc1ncn[nH]1
16) CCCCC(CC)COP(=O)(OCC(CC)CCCC)OCC(CC)CCCC (stereo not drawn)
Screen / compound no.	9	10	11	12	13	14	15	16
SSB-PriA inh	-3.6	-8.2	3.5	1.4	.	-3.5	-8.3	-4.9
CCHF vOTU inh	-7.0	-8.3	2.7	4.9	2.4	2.2	-6.5	-1.1
PfHsp40 yeast	-0.6	0.5	.	-0.7	.	2.4	24.2	-2.5
TcdB inh	.	0.6	0.8	-0.2	0.6	-0.2	.	0.3
DUSP3 inh	20.2	.	1.6	36.3	.	-4.3	12.9	.
3CLpro inhibitor	1.9	.	-3.0	-3.2	.	5.7	2.9	.
BH1578 lux ind	i	-0.7	-0.1	-0.5	.	0.0	i	-0.3
BoNT-A LC inh2	1.0	-0.6	-2.5	-2.9	1.1	-1.8	-0.8	-0.7
Y pestis TopoI	0.4	29.6	7.5	0.4	.	-9.4	-8.2	24.2
Anthrax LF prot	-1.3	-0.6	3.8	-8.4	-3.0	-25.8	0.1	-10.5

17) CC(C(=O)N1CCN(C)CC1)N1C(=O)c2ccccc2C1=O (stereo not drawn)
18) CC1=CC(c2ccccc2)n2nc(NS(=O)(=O)c3ccc(C)cc3)nc2N1 (stereo not drawn)
19) CC(=O)Nc1ccccc1S(=O)(=O)CC1CC1(Cl)Cl (stereo not drawn)
20) C1=C(CCNCc2ccccc2)CCCC1
21) Cc1c(Cl)cccc1N1CC(C(=O)Nc2nccs2)CC1=O (stereo not drawn)
22) Cc1[nH]c2ccccc2c1N=Nc1cccc(C(=O)O)c1
23) CC(=O)Nc1ccc(CNc2nc(NCC3CC3)nc3ccsc23)cc1
24) CCOc1ccc(-c2noc([C@@H]3O[C@H](CO)[C@@H](O)[C@H]3O)n2)cc1
Screen / compound no.	17	18	19	20	21	22	23	24
SSB-PriA inh	1.6	-5.1	1.1	-5.1	-4.0	12.7&20.0	.	.
CCHF vOTU inh	-2.8	-40.3	10.0	-1.3	15.7	7.0	16.2	-4.5
PfHsp40 yeast	0.8	-0.7	0.4	12.2	0.7	3.1	.	.
TcdB inh	.	.	0.3	.	.	1.3	-0.9	1.4
DUSP3 inh	-7.0	18.6	26.8	18.6	17.5	12.7	.	.
3CLpro inhibitor	3.4	-0.9	1.8	-4.9	-3.2	2.7	.	.
BH1578 lux ind	-0.9	i	-0.5	-0.8	.	-0.1	i	-0.3
BoNT-A LC inh2	-0.3	0.2	-1.0	?	0.2	-0.3	0.1	-0.4
Y pestis TopoI	1.5	6.4	1.0	1.5	-8.1	-7.6	-4.9	-2.5
Anthrax LF prot	-3.7	-0.9	20.8	-1.9	-5.0	-2.1	4.7	-1.1

25) CC(c1ccccc1)n1cc(C(=O)NCCN2CCOCC2)nn1 (stereo not drawn)
26) CCN(CC)c1ccc(CNCCc2ccccc2F)cc1
27) CCC(CC)C(=O)Nc1cccc(C(=O)N2CCOCC2)c1
28) COC(=O)c1cc(=O)nc2scc(C)n12
29) COc1ccc2oc(N)c(C=O)c(=O)c2c1
30) COc1ccc(CN2CCC(n3nccc3NC(=O)C3CCCC3)CC2)c(OC)c1
31) O=C(NCc1ccc2c(c1)OCO2)C(=S)N1CCOCC1
32) CCOC(=O)N1CCC(NC(=O)C2CCN(S(=O)(=O)c3c(C)noc3C)CC2)CC1
Screen / compound no.	25	26	27	28	29	30	31	32
SSB-PriA inh	0.0	17.5	-1.1	-9.3	0.8	10.6	1.3	-12.2
CCHF vOTU inh	5.8	-1.2	1.4	-0.1	-0.8	-3.6	0.0	7.5
PfHsp40 yeast	1.2	4.3	-0.2	0.7	0.6	0.0	-1.2	1.4
TcdB inh	.	0.9	1.9	1.4	1.4	1.4	1.0	.
DUSP3 inh	24.7	9.3	15.6	3.9	6.1	6.2	20.8	35.5
3CLpro inhibitor	-4.5	2.3	-5.3	-5.1	-0.5	-7.4	2.4	-0.7
BH1578 lux ind	-8.3	-3.6	i	-0.3	i	i	-2.8	i
BoNT-A LC inh2	0.9	-0.9	-0.3	-1.0	-0.7	-1.5	-0.4	2.0
Y pestis TopoI	6.7	4.8	1.1	2.1	-8.6	3.3	-3.7	1.3
Anthrax LF prot	3.9	-0.1	0.4	-3.5	2.8	-2.1	0.2	-1.0

33) C=CCN1C(=O)C(Cc2ccc(OC)cc2)SC1=Nc1ccc(C(=O)O)cc1 (stereo not drawn)
34) CCCCNCc1cc(Br)c(OCC(=O)NCc2ccccc2)c(OC)c1
35) Cc1ccc(S(=O)(=O)CCC(=O)Nc2sccc2C#N)cc1
36) CCOC(=O)c1c(NC(=O)c2noc(C)c2[N+](=O)[O-])sc(C(C)=O)c1C
37) CCOc1ccc(CNC(=O)C(C)n2nc(C)c3c(C)n(-c4ccccc4)nc3c2=O)cc1 (stereo not drawn)
38) COc1ccccc1N(C)S(=O)(=O)c1ccc(C(=O)OC(C)C(=O)NCc2ccc3c(c2)OCO3)cc1 (stereo not drawn)
39) O=C1NC(=O)N(Cc2ccc(F)cc2)C(=O)/C1=C\c1ccc(N2CCCC2)cc1
40) COc1ccc(OC)c(NC(=O)[C@@H]2CCCN2C(=O)c2cccs2)c1
Screen / compound no.	33	34	35	36	37	38	39	40
SSB-PriA inh	-18.5	-15.9	-1.4	58.5*	4.0	-4.2	-10.8	-5.7
CCHF vOTU inh	-3.1	5.7	-7.3	-3.7	-2.0	9.2	8.9	.
PfHsp40 yeast	0.8	0.5	0.4	-0.3	3.4	1.2	-0.3	-0.7
TcdB inh	-0.6	1.8	1.7	-0.6	2.1	.	1.1	.
DUSP3 inh	4.7	-3.4	.	24.3	18.4	5.1	13.1	-3.6
3CLpro inhibitor	6.7	-0.2	.	0.6	-5.0	6.9	-5.2	-1.1
BH1578 lux ind	-0.2	i	i	-0.4	i	-0.2	-0.4	i
BoNT-A LC inh2	0.6	0.7	-0.6	0.1	1.0	-1.1	1.1	0.4
Y pestis TopoI	-2.4	12.2	-7.5	-3.4	2.3	2.2	2.4	3.6
Anthrax LF prot	2.1	-8.9	3.7	0.2	-1.2	-4.9	-15.1	-4.3

Some values from the entries so far.
Y pestis TopoI with `CCCCNCc1cc(Br)c(OCC(=O)NCc2ccccc2)c(OC)c1` stands at 12.2
BoNT-A LC inh2 with `COc1ccc(OC)c(NC(=O)[C@@H]2CCCN2C(=O)c2cccs2)c1` stands at 0.4

Carrying on.
41) Cc1cc(C)c2c(=O)[nH]c(SCC(=O)c3ccc(C(C)C)cc3)nc2n1
42) Cc1ccc(SC(CC(=O)c2ccc(C)cc2)C(=O)O)cc1 (stereo not drawn)
43) CCOC(=O)C1CCCCN1C(=O)c1oc2c(Cl)cc(C)cc2c1C (stereo not drawn)
44) COC(=O)c1cc(S(=O)(=O)N2CCC(C)CC2)ccc1F
45) COc1ccc(C)cc1S(=O)(=O)N(C)CC(=O)N1CCCC1
46) CCOc1ccc(N(C(=O)c2snc(C(N)=O)c2N)C(C(=O)NCC2CCCO2)c2ccco2)cc1 (stereo not drawn)
47) CCNS(=O)(=O)c1cc(-c2nnc(OC)c3ccccc23)ccc1C
48) CCN(CCCNC(=O)C1CCN(S(=O)(=O)c2cnc[nH]2)CC1)c1ccccc1
49) CCOC(=O)c1ccc(NC2c3ncccc3C(=O)N2Cc2ccc(F)cc2)cc1 (stereo not drawn)
Screen / compound no.	41	42	43	44	45	46	47	48	49
SSB-PriA inh	-17.3	-19.5	-4.5	-35.3	-10.6	-13.5	-9.5	-5.0	-8.5
CCHF vOTU inh	7.6	5.7	6.6	-0.3	2.6	-5.2	-4.2	1.2	-2.2
PfHsp40 yeast	-0.7	3.3	0.6	-0.2	-1.5	-0.1	-1.0	0.3	1.8
TcdB inh	0.5	.	0.5	.	1.2	1.4	0.3	.	.
DUSP3 inh	-32.1	15.8	10.1	-14.5	8.1	11.4	9.4	-5.8	44.7
3CLpro inhibitor	-0.7	2.9	-0.1	-5.4	-5.4	-4.7	2.5	5.0	1.5
BH1578 lux ind	-0.3	i	i	i	-0.3	-0.3	-0.6	-0.4	-1.5
BoNT-A LC inh2	0.6	0.0	-0.3	2.5	-3.2	5.0	-4.6	-1.1	-1.4
Y pestis TopoI	21.1	10.3	-8.6	-7.4	-6.4	18.1	12.0	-0.3	-0.3
Anthrax LF prot	0.4	-2.1	0.6	-0.6	2.1	-0.9	-18.8	-1.4	-2.9
